Vc quorum ag = induces V. cholerae light production without autoinducers; activation, % at 18.7 µM; V. cholerae BH1578 lux reporter, luminescence, 6 h; 350,000 compounds, 0.16% hits; in the data active = activation mostly above about 9.7%, no sharp cut-off; inconclusive = no clear call, values can overlap the other calls; inactive = mostly below about 3.7%; note: not every result past the cut was called active; inactives centre near 0; reference of the scale not given here
SARS 3CLpro inh = SARS-CoV 3CLpro protease inhibition. AID 1706. recombinant SARS-CoV 3CLpro, quenched FRET peptide cleavage. 290,000 compounds, 0.14% hits. P0C6X7. inhibition, % at 6 µM; in the data active = inhibition above about 12%
PriA SSB inh = blocks PriA binding to SSB C-terminal tail | AlphaScreen SSBct-PriA binding, biotinylated peptide | inhibition, % at 33 µM | 430,000 compounds, 0.6% hits | AID 1272365; in the data active = inhibition mostly above about 37%, no sharp cut-off; inactive = mostly below about 20%;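 note: plate controls were negative control peptide for no effect and reference peptide for full effect; strong numbers were not always called active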
Anthrax LF prot = blocks Bacillus anthracis lethal factor protease; inhibition, % at 10 µM; AID 588501; multiplex microsphere protease cleavage assay, LF; 360,000 compounds, 0.12% hits; note: plate controls were buffer without enzyme for full effect and enzyme alone for no effect
Target sequence (P15917 whole entry, looked up): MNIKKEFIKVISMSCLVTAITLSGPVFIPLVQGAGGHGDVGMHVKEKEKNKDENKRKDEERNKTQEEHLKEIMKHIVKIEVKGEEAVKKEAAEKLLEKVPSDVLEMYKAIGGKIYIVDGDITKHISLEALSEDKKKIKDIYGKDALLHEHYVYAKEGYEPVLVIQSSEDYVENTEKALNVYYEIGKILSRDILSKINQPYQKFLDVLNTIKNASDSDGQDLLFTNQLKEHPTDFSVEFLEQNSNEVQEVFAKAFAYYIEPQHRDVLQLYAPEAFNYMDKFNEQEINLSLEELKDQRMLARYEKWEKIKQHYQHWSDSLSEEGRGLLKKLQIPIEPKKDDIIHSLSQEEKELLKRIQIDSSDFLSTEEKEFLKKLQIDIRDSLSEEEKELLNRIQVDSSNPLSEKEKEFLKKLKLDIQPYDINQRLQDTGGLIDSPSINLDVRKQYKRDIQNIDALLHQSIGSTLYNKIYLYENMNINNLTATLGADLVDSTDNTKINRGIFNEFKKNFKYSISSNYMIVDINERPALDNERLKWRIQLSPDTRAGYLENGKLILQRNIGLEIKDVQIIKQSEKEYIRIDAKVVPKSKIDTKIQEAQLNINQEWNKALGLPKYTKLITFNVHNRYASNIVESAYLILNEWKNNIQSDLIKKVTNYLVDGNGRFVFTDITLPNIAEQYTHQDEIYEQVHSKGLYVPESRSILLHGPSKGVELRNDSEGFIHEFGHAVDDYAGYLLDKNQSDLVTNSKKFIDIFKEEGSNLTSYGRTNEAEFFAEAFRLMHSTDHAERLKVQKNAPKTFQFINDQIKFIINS
PfHsp40 rescue = restores yeast growth despite PfHsp40 toxicity | growth rescue, % at 12.5 µM | AID 504582 | S. cerevisiae expressing PfHsp40, growth rescue, ATP luminescence | 340,000 compounds, 0.68% hits; in the data active = growth rescue above about 28%, passing the limit was not always enough; inconclusive = no clear call, values can overlap the other calls;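 note: yeast W303a lacking pdr1 and pdr3 grown in galactose medium; growth measured after three days at 30 °C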
TcdB inh = inhibitors of Clostridioides difficile toxin B glycohydrolase | inhibition, % at 9.99 µM | TcdB glycohydrolase enzymatic assay, plate reader | 350,000 compounds, 0.24% hits | P18177; in the data active = inhibition above about 10%
BoNT A protease = inhibitors of Botulinum neurotoxin A light chain protease; multiplex microsphere protease substrate cleavage, flow cytometry; inhibition, % at 10 µM; 360,000 compounds, 0.17% hits; AID 588499; note: plate controls were buffer without enzyme for full effect and enzyme alone for no effect
Yp Topo-I inh = Y. pestis Topo-I inhibition via cleavage products. activity, % at 10 µM. Y. pestis Topo-I cleavage product accumulation, plate reader. 360,000 compounds, 0.064% hits. AID 504884; in the data active = activity above about 50%, passing the limit was not always enough; inconclusive = no clear call, values can overlap the other calls; note: inactives centre near 2
PrPC TRFRET = reduces human prion protein on the cell surface. P04156. cell surface PrPC, TR-FRET read-out. inhibition, % at 13.8 µM. 370,000 compounds, 0.43% hits. AID 720596; in the data active = inhibition above about 24%; note: 0% = median of the test wells and 100% = reference compound wells
* marks the source's active call; other numbers are inactive results; & = joins results of further samples. Cut-off read from the data, not from the text of the source, unless noted: active = inhibition above about 30%; inconclusive = no clear call, values can overlap the other calls; inactive = below that. Not all compounds are listed; the hit share may differ from the screen's.

What do the screens show for `CCCC(=Nc1ccc(N)cc1)C1=C(O)C(C(=O)OC)C(C)(C)CC1=O` (stereo not given)?
Vc quorum ag: -1.8; SARS 3CLpro inh: 2; PriA SSB inh: 11; Anthrax LF prot: -1; PfHsp40 rescue: -1.0; BoNT A protease: inconclusive; Yp Topo-I inh: 4; PrPC TRFRET: -12

What do the screens show for `CC(=O)C1=C(C)N(Cc2ccccc2)C(=O)N[C@H]1c1cccs1`?
Vc quorum ag: -0.3; SARS 3CLpro inh: -5; PriA SSB inh: -6; Anthrax LF prot: 5; PfHsp40 rescue: 0.4; TcdB inh: 0.2; BoNT A protease: 0.6; Yp Topo-I inh: -11; PrPC TRFRET: 6

Results for NC(=O)c1ccc(N2CCCCC2)c(N2C(=O)C3C4C=CC(C4)C3C2=O)c1 (stereo not given) ?
Vc quorum ag: -0.7; SARS 3CLpro inh: -2; PriA SSB inh: -24; Anthrax LF prot: -4; PfHsp40 rescue: -1.5; BoNT A protease: -0.1; Yp Topo-I inh: 2; PrPC TRFRET: 8

Results for COc1ccc(CNC(=O)C2(CC3CC(c4ccccc4)=NO3)CCN(C(=O)OC(C)(C)C)CC2)cc1 (stereo not given) ?
Vc quorum ag: inactive; PriA SSB inh: -37; Anthrax LF prot: -5; PfHsp40 rescue: 2.5; TcdB inh: 2.0; BoNT A protease: 0.2; Yp Topo-I inh: 24; PrPC TRFRET: -2

What do the screens show for `COC(=O)c1nn(-c2ccccc2)nc1-c1nn(-c2ccccc2)nc1C(=O)OC`?
Vc quorum ag: 5.6; SARS 3CLpro inh: -1; PriA SSB inh: -6; Anthrax LF prot: -1; PfHsp40 rescue: 0.5; BoNT A protease: 0.7; Yp Topo-I inh: 29; PrPC TRFRET: 0

How did COCn1c(=O)c2c(nc(SC3=NCCS3)n2Cc2ccccc2C)n(COC)c1=O do in these assays?
Vc quorum ag: inactive; SARS 3CLpro inh: -3; PriA SSB inh: -5; Anthrax LF prot: -7; PfHsp40 rescue: 0.4; BoNT A protease: -1.6; Yp Topo-I inh: 2; PrPC TRFRET: -2

Results for COc1cccc(N2C(=O)CC(N3CCC(C(N)=O)(N4CCCCC4)CC3)C2=O)c1 (stereo not given) ?
Vc quorum ag: -7.4; SARS 3CLpro inh: 0; PriA SSB inh: -11; Anthrax LF prot: -3; PfHsp40 rescue: 0.2; BoNT A protease: -7.6; Yp Topo-I inh: -8; PrPC TRFRET: -5

How did O=c1c2ccccc2oc2cc(-c3ccc4[nH]ccc4c3)ccc12 do in these assays?
Vc quorum ag: 5.0; PriA SSB inh: -7; Anthrax LF prot: 2; PfHsp40 rescue: 11; TcdB inh: 1.0; BoNT A protease: 0.6; Yp Topo-I inh: -7; PrPC TRFRET: 15

Results for OCCN1CCN(Cc2cc(Br)cc(Br)c2O)CC1 ?
Vc quorum ag: inactive; SARS 3CLpro inh: 3; PriA SSB inh: -9; Anthrax LF prot: -9; PfHsp40 rescue: -0.3; BoNT A protease: -5.2; Yp Topo-I inh: -3; PrPC TRFRET: -2

What do the screens show for `CCc1cc(CNC(=O)c2ccc3nc(Cc4ccc(OC)c(OC)c4)oc3c2)on1`?
Vc quorum ag: inactive; SARS 3CLpro inh: -1; PriA SSB inh: 4; Anthrax LF prot: -4; PfHsp40 rescue: 0.5; TcdB inh: -3.3; BoNT A protease: -4.5; Yp Topo-I inh: 11; PrPC TRFRET: 6

Results for CC(=O)c1ccccc1C(=O)N1CCCC(CNC(=O)c2ccc(F)cc2)C1 (stereo not given) ?
Vc quorum ag: -0.8; Anthrax LF prot: -3; TcdB inh: -0.1; BoNT A protease: 0.0; Yp Topo-I inh: 2; PrPC TRFRET: 3

What do the screens show for `Cc1cc(C)n2nc[n+](C)c2n1`?
Vc quorum ag: inactive; SARS 3CLpro inh: 3; PriA SSB inh: -8; Anthrax LF prot: -16; PfHsp40 rescue: -0.7; BoNT A protease: -1.1; Yp Topo-I inh: 6; PrPC TRFRET: 0

What do the screens show for `S=C(Cc1ccc(-c2ccccc2)cc1)N1CCOCC1`?
Vc quorum ag: 0.6; PriA SSB inh: 4; Anthrax LF prot: -1; TcdB inh: 0.4; BoNT A protease: 0.5; Yp Topo-I inh: 16; PrPC TRFRET: 3

What do the screens show for `O=C(c1ccco1)N1CCN(c2ccc(F)cc2)CC1`?
Vc quorum ag: -0.2; SARS 3CLpro inh: 0; PriA SSB inh: -3; Anthrax LF prot: 0; PfHsp40 rescue: -0.2; TcdB inh: 0.3; BoNT A protease: -0.2; Yp Topo-I inh: 1; PrPC TRFRET: -5

Results for CCCCCN1C(C)=CC(=C(C#N)C#N)C=C1C ?
Vc quorum ag: inactive; SARS 3CLpro inh: 1; PriA SSB inh: 8; Anthrax LF prot: -1; PfHsp40 rescue: -0.1; TcdB inh: 0.3; BoNT A protease: -1.2; Yp Topo-I inh: 3; PrPC TRFRET: 1

How did Cn1nnnc1NC(=O)c1ccccc1Cl do in these assays?
Vc quorum ag: 1.5; SARS 3CLpro inh: -5; PriA SSB inh: -9; Anthrax LF prot: -12; PfHsp40 rescue: -0.1; TcdB inh: -1.5; BoNT A protease: -0.1; Yp Topo-I inh: -3; PrPC TRFRET: 3

Results for CCCN(CCC)CCCNC(=O)C1CCN(S(=O)(=O)c2cccc3nsnc23)CC1 ?
Vc quorum ag: -2.6; SARS 3CLpro inh: -2; PriA SSB inh: -6; Anthrax LF prot: -3; PfHsp40 rescue: -0.7; TcdB inh: 0.0; BoNT A protease: -0.5; Yp Topo-I inh: 4; PrPC TRFRET: -30

Results for O=C(O)COc1ccccc1/C=N/NC(=O)CSc1nc2ccccc2n1Cc1ccc(Cl)cc1 ?
Vc quorum ag: inactive; SARS 3CLpro inh: 8; PriA SSB inh: inactive; Anthrax LF prot: -1; PfHsp40 rescue: 3.6; TcdB inh: 0.4; BoNT A protease: -0.6; Yp Topo-I inh: 26; PrPC TRFRET: 0

Results for CCN(CC(=O)Nc1ccc2c(c1)OCCO2)C(=O)CC(NC(C)=O)c1ccccc1 (stereo not given) ?
Vc quorum ag: inactive; PriA SSB inh: 4; Anthrax LF prot: 3; PfHsp40 rescue: 0.5; TcdB inh: 0.2; BoNT A protease: -6.1; Yp Topo-I inh: 14; PrPC TRFRET: -4

Results for CCn1c(SCC(=O)NCCc2ccc(Cl)cc2)nnc1-c1cccs1 ?
Vc quorum ag: inactive; SARS 3CLpro inh: 0; PriA SSB inh: -5; Anthrax LF prot: -3; PfHsp40 rescue: 0.7; BoNT A protease: -1.7; Yp Topo-I inh: 7; PrPC TRFRET: 0

How did COc1cc(OC)c(OC)cc1/C=N/NC(=O)CSc1ccccc1F do in these assays?
Vc quorum ag: inactive; SARS 3CLpro inh: 2; Anthrax LF prot: -8; PfHsp40 rescue: 0.1; TcdB inh: -0.5; BoNT A protease: -1.1; Yp Topo-I inh: 9; PrPC TRFRET: 3

What do the screens show for `O=C(NCCCN1CCc2ccccc2C1)C1CCN(c2nnc(-n3cccc3)s2)CC1`?
Vc quorum ag: inactive; SARS 3CLpro inh: 0; PriA SSB inh: 7; Anthrax LF prot: -3; PfHsp40 rescue: 1.2; TcdB inh: -0.3; BoNT A protease: -0.4; Yp Topo-I inh: 16; PrPC TRFRET: -11

How did O=C(COc1cccc2cccnc12)NNC(=O)Nc1ccccc1 do in these assays?
Vc quorum ag: inactive; SARS 3CLpro inh: 3; PriA SSB inh: 4; Anthrax LF prot: -5; PfHsp40 rescue: -0.8; TcdB inh: 1.0; BoNT A protease: 0.2; Yp Topo-I inh: -3; PrPC TRFRET: -3

Results for O=C1CC[C@@H](CN(Cc2ccccn2)Cc2nc(Cc3ccccc3)no2)N1 ?
Vc quorum ag: 0.8; SARS 3CLpro inh: 3; PriA SSB inh: -6; Anthrax LF prot: -9; PfHsp40 rescue: 0.0; TcdB inh: 0.8; BoNT A protease: -1.1; Yp Topo-I inh: 4; PrPC TRFRET: 1

What do the screens show for `CC(=O)c1cccc(NC(=O)CN2C(=O)NC(C)(C)C2=O)c1`?
Vc quorum ag: inactive; PriA SSB inh: -14; Anthrax LF prot: -4; PfHsp40 rescue: -1.7; TcdB inh: 2.0; BoNT A protease: -1.0; Yp Topo-I inh: -5; PrPC TRFRET: -4

How did CC1CN(c2cc([N+](=O)[O-])ccc2Cl)CC(C)N1 (stereo not given) do in these assays?
SARS 3CLpro inh: 3; PriA SSB inh: -10; Anthrax LF prot: -1; PfHsp40 rescue: -0.7; TcdB inh: 0.6; BoNT A protease: -0.9; Yp Topo-I inh: -4; PrPC TRFRET: -12

What do the screens show for `Cc1ccccc1CC1(CO)CCCN(Cc2ccccc2Cl)C1` (stereo not given)?
Vc quorum ag: inactive; SARS 3CLpro inh: 0; PriA SSB inh: -16; Anthrax LF prot: 16; PfHsp40 rescue: -1.2; TcdB inh: 0.3; BoNT A protease: -3.5; Yp Topo-I inh: 36; PrPC TRFRET: 4

Results for CCOC(=O)c1c(NC(=O)CSc2nnnn2-c2ccccc2)sc2c1CC(C)(C)NC2(C)C ?
Vc quorum ag: -0.2; SARS 3CLpro inh: 3; PriA SSB inh: 13; Anthrax LF prot: -1; PfHsp40 rescue: -1.4; TcdB inh: -0.1; BoNT A protease: -0.8; Yp Topo-I inh: -12; PrPC TRFRET: -8

Results for Cc1cc(CNC(=O)Cc2ccc(F)cc2)c2ccccc2n1 ?
Vc quorum ag: -1.4; SARS 3CLpro inh: 0; PriA SSB inh: 6; Anthrax LF prot: -4; PfHsp40 rescue: 0.2; TcdB inh: -0.1; BoNT A protease: 0.2; Yp Topo-I inh: 3; PrPC TRFRET: 0

How did CC(C)OCCCNC(=O)c1cc(Sc2ccc(F)cc2)nc2ccccc12 do in these assays?
Vc quorum ag: inactive; SARS 3CLpro inh: 2; PriA SSB inh: -10; Anthrax LF prot: -5; PfHsp40 rescue: -0.4; BoNT A protease: -0.4; Yp Topo-I inh: 19; PrPC TRFRET: -12

What do the screens show for `CCC(C)N1CCC(Oc2ccc(C(=O)NCc3ccccn3)cc2)CC1` (stereo not given)?
Vc quorum ag: -0.8; SARS 3CLpro inh: 0; PriA SSB inh: 3; Anthrax LF prot: 1; PfHsp40 rescue: -0.7; TcdB inh: 0.5; BoNT A protease: 0.0; Yp Topo-I inh: -12; PrPC TRFRET: 4

Results for COc1ccccc1N1CCN(S(=O)(=O)/C=C/c2ccccc2)CC1 ?
Vc quorum ag: 0.6; SARS 3CLpro inh: 0; PriA SSB inh: 1&-5; Anthrax LF prot: -3; PfHsp40 rescue: 1.8; BoNT A protease: -0.4; Yp Topo-I inh: 28; PrPC TRFRET: 1

What do the screens show for `Cn1c(=O)c2c(ncn2CC(=O)N2CCN(c3ccccc3)CC2)n(C)c1=O`?
Vc quorum ag: -2.9; SARS 3CLpro inh: 2; PriA SSB inh: -6; Anthrax LF prot: -1; PfHsp40 rescue: 0.1; BoNT A protease: -0.4; Yp Topo-I inh: 3; PrPC TRFRET: -4

3 structures already listed, arranged by formula weight, lowest first.
Results for CCCCCN1C(C)=CC(=C(C#N)C#N)C=C1C ?
Vc quorum ag: inactive; SARS 3CLpro inh: 1; PriA SSB inh: 8; Anthrax LF prot: -1; PfHsp40 rescue: -0.1; TcdB inh: 0.3; BoNT A protease: -1.2; Yp Topo-I inh: 3; PrPC TRFRET: 1

What do the screens show for `Cc1ccccc1CC1(CO)CCCN(Cc2ccccc2Cl)C1` (stereo not given)?
Vc quorum ag: inactive; SARS 3CLpro inh: 0; PriA SSB inh: -16; Anthrax LF prot: 16; PfHsp40 rescue: -1.2; TcdB inh: 0.3; BoNT A protease: -3.5; Yp Topo-I inh: 36; PrPC TRFRET: 4

Results for O=C(O)COc1ccccc1/C=N/NC(=O)CSc1nc2ccccc2n1Cc1ccc(Cl)cc1 ?
Vc quorum ag: inactive; SARS 3CLpro inh: 8; PriA SSB inh: inactive; Anthrax LF prot: -1; PfHsp40 rescue: 3.6; TcdB inh: 0.4; BoNT A protease: -0.6; Yp Topo-I inh: 26; PrPC TRFRET: 0
